Bioassay records (PubChem BioAssay)
PNC assembly inh = High Content Assay for Compounds that inhibit the Assembly of the Perinucleolar Compartment | PC3M PTB-GFP, PNC prevalence imaging, 16 h; hits give low values | activity change (PNC), negative = inhibition, % at 10 µM | hit rate 3.1% among 140,000 | AID 2417, 2010;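 active = readout at or below -70, meaning at least 70% loss of cells showing the perinucleolar compartment, a nuclear body marking cancer cells; inconclusive = readout between -30 and a set limit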;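 also: plate controls were DMSO wells for no effect and camptothecin positive control wells for full effect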
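Read-out is percentage of cells bearing a perinucleolar compartment, from automated 20x imaging of fixed, Hoechst-stained PC3M PTB-GFP cells. Cells were seeded 4 h, then exposed 16 h to compound (23 nl of library stock) in duplicate plates.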
ALOX15B inhib = qHTS Assay for Inhibitors of 15-hLO-2 (15-human lipoxygenase 2). Polyunsaturated fatty acid lipoxygenase ALOX15B (Homo sapiens), O15296. Potency, µM (titrated, usually from 57.1 µM), without a hit: at the top dose activity change, negative = inhibition, actives largely listed as inhibitors. purified 15hLO-2, xylenol orange hydroperoxide absorbance. hit rate 0.56% among 110,000. AID 881, 2007; also: potency is read from the fitted curve at half-maximal effect; nearly all actives have a fitted effect of over 60% in size; many of its hits are not listed in these tables
Target sequence (O15296 whole entry, looked up): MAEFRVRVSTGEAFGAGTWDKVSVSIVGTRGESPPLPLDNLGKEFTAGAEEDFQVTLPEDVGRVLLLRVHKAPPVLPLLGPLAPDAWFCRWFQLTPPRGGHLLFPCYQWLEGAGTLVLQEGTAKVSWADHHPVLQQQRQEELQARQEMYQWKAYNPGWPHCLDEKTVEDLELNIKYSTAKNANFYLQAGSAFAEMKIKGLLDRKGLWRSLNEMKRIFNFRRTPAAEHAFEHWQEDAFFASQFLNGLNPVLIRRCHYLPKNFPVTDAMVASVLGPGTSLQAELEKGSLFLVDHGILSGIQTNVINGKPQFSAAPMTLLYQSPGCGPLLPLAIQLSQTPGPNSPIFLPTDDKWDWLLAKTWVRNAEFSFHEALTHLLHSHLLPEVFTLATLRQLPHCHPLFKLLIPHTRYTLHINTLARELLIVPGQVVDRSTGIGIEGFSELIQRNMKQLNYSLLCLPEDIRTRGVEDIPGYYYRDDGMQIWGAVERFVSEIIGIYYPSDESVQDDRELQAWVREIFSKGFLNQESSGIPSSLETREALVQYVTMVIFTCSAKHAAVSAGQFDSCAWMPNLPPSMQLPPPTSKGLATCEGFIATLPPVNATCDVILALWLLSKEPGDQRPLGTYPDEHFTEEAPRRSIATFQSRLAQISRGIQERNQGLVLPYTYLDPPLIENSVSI
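Purified human 15hLO-2 (50 nM final) preincubated with compounds 15 min at room temperature in 25 mM Hepes pH 7.5, 0.01% Triton X-100, then 45 uM arachidonic acid added for 90 min; hydroperoxide detected via ferrous/xylenol orange, 573/405 nm absorbance ratio.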
ALOX12 inhib = qHTS Assay for Inhibitors of 12-hLO (12-human lipoxygenase). Potency, µM (highest dose often 57.1 µM), for the others: top-dose activity change, negative = inhibition, hits mostly inhibitors. Polyunsaturated fatty acid lipoxygenase ALOX12 (Homo sapiens), P18054. purified 12-hLO, xylenol orange hydroperoxide absorbance. hit rate 0.12% among 150,000; also: potency is read from the fitted curve at half-maximal effect; nearly all actives have a fitted effect of over 55% in size; many of its hits are not listed in these tables
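Purified human 12hLO (150 nM final) was preincubated with compounds for 15 min at room temperature in 25 mM Hepes pH 7.0, 0.01% Triton X-100, then reacted with 40 uM arachidonic acid for 30 min. Hydroperoxide was detected with ferrous iron/xylenol orange.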
IMPase cell inh = qHTS Assay for Identifying the Cell-Membrane Permeable IMPase Inhibitors. 120,000 tested, under 10 active. AID 901, 2007. inhibition (IP1 accumulation), % at 46.1 µM. CHO-M1 cells, IP1 accumulation, HTRF TR-FRET ratio. Inositol monophosphatase 1 (Rattus norvegicus), P97697; active = well fitted curve in the direction sought with a large enough effect in the signal ratio, not every such curve was filed as active; inconclusive = small, poorly fitted or top-dose-only effect, or a change in a side signal; inactive = no such curve, though single readings can be large or run the other way; the % refers to the signal ratio;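 also: cells stimulated with carbachol in lithium chloride buffer; plate controls were DMSO basal wells for no effect and reference inhibitor wells for full effect; higher means more IMPase inhibition seen as more IP1 and lower FRET ratio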
Target sequence (P97697 whole entry, looked up): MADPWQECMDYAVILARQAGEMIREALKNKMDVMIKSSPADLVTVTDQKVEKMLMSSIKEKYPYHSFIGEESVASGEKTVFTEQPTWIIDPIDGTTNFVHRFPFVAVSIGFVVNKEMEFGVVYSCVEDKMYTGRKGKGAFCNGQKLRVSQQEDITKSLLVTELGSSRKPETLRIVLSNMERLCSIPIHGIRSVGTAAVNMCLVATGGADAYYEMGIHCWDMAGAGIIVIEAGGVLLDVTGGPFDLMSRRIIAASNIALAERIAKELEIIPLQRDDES
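In this qHTS, compounds (final up to 46 uM) act on CHO-M1 cells that are then activated through the M1 receptor with carbachol, in pH 7.4 buffer containing 50 mM LiCl, for 30 min. IP1 accumulation is quantified by the IP-One immunoassay.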
* = called active by the depositor; u = inconclusive; x = no result given; [ ] = dose if it differs, or a comment. Unless noted, calls follow the shape of the dose curve; as a rule, active = well fitted curve in the direction sought with a large enough effect; inconclusive = small, poorly fitted or top-dose-only effect, or another doubt; inactive = no such curve, though single readings can be large; an effect the other way counts as inactive or inconclusive. Unless noted, % is scaled to controls: 0 for no effect and ±100 for the full control effect. A portion of the library; rates above refer to the full screens.

mol	PNC assembly inh	ALOX15B inhib	ALOX12 inhib	IMPase cell inh
COc1cc2cc(C(c3nnnn3Cc3ccc(F)cc3)N3CCCCCC3)c(=O)[nH]c2cc1OC (stereo not drawn)	-27	0%	-7%	-5
O=c1cc(-c2ccccc2O)oc2c1ccc1ccccc12	x	-5%	-5%	-4
CCC(=O)Nc1cccc(NC(=S)NC(=O)c2ccc(Cl)cc2Cl)c1	u	x	0%	x
CCCCC1(C)OC(=O)C(=Cc2ccc(N(C)C)cc2)C(=O)O1 (stereo not drawn)	82	u	2%	1
CCCn1nc(-c2nnc(-c3ccc(C)c(C)c3)o2)c2ccccc2c1=O	-9	1%	6%	3
O=c1/c(=C/c2ccc(CNS(=O)(=O)c3ccccc3)o2)sc2n1CCN=2	-17	-26%	-9%	-1
CN(C)C(=O)N1CCN(C(=O)c2ccccc2Sc2ccccc2C#N)CC1	u	-1%	1%	-2
CCOc1cc(/C=N/NC(N)=O)cc(Br)c1OCC(=O)Nc1ccccc1C	u	2%	-17%	-6
COC(=O)CCCCC(=O)C1C(=O)CC(C)(C)C(C(=O)OC)C1=O (stereo not drawn)	u	3%	-4%	-1
Cc1ccc(C(=O)OC2CCN(c3ccc([N+](=O)[O-])cc3)CC2)cc1	-25	3%	-14%	5
COC(=O)c1ccc(C(NC(=O)OCc2ccccc2)/C(C)=C/[C@@H](C)C(=O)NCc2cc(C)on2)cc1 (stereo partly drawn)	x	3%	-1%	x
COC(=O)c1cnn2c(C)c(Cc3cccc(F)c3)c(C)nc12	-88*	x	-1%	-16
CCN(C(=O)COC(=O)CNC(=O)c1ccc(C)c(C)c1)C1CCS(=O)(=O)C1 (stereo not drawn)	-121*	x	-6%	x
Cc1c(Cl)cccc1NC(=O)CC1SCCNC1=O (stereo not drawn)	-10	-9%	0%	1
Cc1ccc(NC(=O)N2CCCC2C(=O)NCCc2ccccc2)cc1 (stereo not drawn)	19	6%	-2%	-12
O=C(Nc1ccc(N2CCOCC2)cc1)c1cccc(S(=O)(=O)N2CCCCC2)c1	11	4%	-2%	5
CNC(=O)c1ccc(-n2nc(C)cc2-c2ccccc2)cc1	u	0%	1%	-9
COc1ccccc1-c1cc(C(=O)Nc2cccnc2)no1	u	11%	0%	-16
CCCC(=O)Nc1cccc(NC(=O)c2ccc(C)c([N+](=O)[O-])c2)c1	11	-4%	-6%	1
Fc1ccc(N2CCN(/C=C/c3nnnn3-c3ccccc3)CC2)cc1	33	x	1%	x
CCCC(=N)C1=C(O)CC(CC(C)SCC)CC1=O (stereo not drawn)	34	-2%	-8%	0
O=[N+]([O-])c1cc(-c2ncccn2)cs1	30	x	2%	x
CC(=O)Nc1ccccc1C(=O)C(=O)Nc1ccc(C)c(C)c1	11	x	-1%	x
COc1ccc(N2C(=O)C3CCCN3C2c2ccccc2OC)cc1 (stereo not drawn)	u	4%	7%	6
Cc1cc(NCCCn2ccnc2)n2c(nc3ccccc32)c1C#N	11	23%	-5%	3
COc1cccc(C2C3=C(N=C4SCC(=O)N42)c2ccccc2CC3)c1OC (stereo not drawn)	-25	-11%	-2%	12
CC(=O)NC1(c2nnnn2CCOC(=O)Nc2ccc(Cl)cc2)CCCCC1	31	11%	-10%	-15
CC1CN(C2CCN(S(=O)(=O)c3ccc4ccccc4c3)CC2)CC(C)O1 (stereo not drawn)	11	14%	-28%	7
Cc1onc(-c2c(F)cccc2Cl)c1C(=O)N1C=CC(C(F)(F)Cl)=NCC1	46	x	5%	0
CN(C)S(=O)(=O)c1cccc(NC(=O)c2ccncc2)c1	u	x	-2%	x
CCNC(=O)CC1C(=O)N(c2ccc(F)cc2)C(=O)N1CCC(C)C (stereo not drawn)	-16	5%[2.29 µM]	-2%	0
CC(C)CNC(=O)C1C2C=CC(C2)C1C(=O)O (stereo not drawn)	-9	0%	6%	-5
Cc1ccc(S(=O)(=O)N(C)c2ccc(OCC(=O)Nc3nc4c(ccc5ccccc54)s3)cc2)cc1	11	x	-2%	x
CN(C)CCCNC(=O)C1CCNCC1	17	8%	4%	-4
Cc1ccc(-n2[nH]c(C)c(/C=N/n3c(C)nc4ccccc4c3=O)c2=O)cc1	-19	31%[activator]	0%	1
CCCn1c(N)c(Br)c(=O)[nH]c1=O	u	x	1%	-4
Cn1c2c(c(=O)n(C)c1=O)C1c3cc(Cl)ccc3OCC1CO2 (stereo not drawn)	9	-9%	-6%	-6
COc1ccc(-n2c(-c3ccccc3)nnc2-c2ccc(Cl)cc2)cc1	-9	-17%	1%	u
Cn1c(-c2ccc(Cl)cc2)cnc1N	-25	46%[activator]	4%	0
O=C(CSc1nnc2c(Cl)cc(Cl)cn12)N1CCN(S(=O)(=O)c2ccccc2)CC1	42	-9%	-3%	-8
CCSc1nnc(NC(=O)COc2ccc3ccccc3c2)s1	28	0%	-1%	3
CSCCC(NS(=O)(=O)c1ccc2ccccc2c1)C(=O)OCC(=O)c1ccc(C(C)C)cc1 (stereo not drawn)	21	x	-5%	x
COc1ccccc1[C@@H]1C(c2ccccc2)=NN(c2ccc(Br)cc2)[C@H]1C(=O)N1CCOC1=O	x	-10%[0.0915 µM]	0%[0.00818 µM]	x
COc1ccc2ccccc2c1CN1CCN(C)CC1	55	-1%	8%	17
O=c1[nH]c(=O)n([C@@H]2C[C@H](O)[C@H](CO)O2)cc1C(F)(F)F	x	5%[25.6 µM]	-6%[25.6 µM]	2[20.6 µM]
Cc1ccc(S(=O)(=O)N2CCC(C(=O)OC(C)C(=O)NCc3ccc4c(c3)OCO4)CC2)cc1 (stereo not drawn)	-25	3%	-4%	-4
COC(=O)c1ccc(C(=O)OC)c(NC(=O)CSc2ccccn2)c1	u	1%	5%	5
COc1ccc(S(=O)(=O)N2CCOCC2)cc1NC(=O)CN1CCC(Cc2ccccc2)CC1	62	x	0%	x
CCCCCCC(=O)O	x	0%	2%	x
Cc1ccccc1CCN(C(=O)Cn1nnc2ccccc21)C(C(=O)NC(C)(C)C)c1ccsc1 (stereo not drawn)	u	3%	1%	-14
CC(C(=O)OCC(=O)c1cccc([N+](=O)[O-])c1)N1C(=O)C2C3CCC(C3)C2C1=O (stereo not drawn)	36	x	0%	x
CCOC(=O)CSc1n[nH]c(NC(=O)c2ccc(F)cc2)n1	40	3%	5%	-3
COc1nc2cc(C)ccc2cc1-c1noc(-c2cccnc2)n1	u	3%	-6%	1
Cc1cccc(S(=O)(=O)Nc2nc3ccccc3nc2Nc2ccc3c(c2)OCO3)c1	-28	x	1%	x
CC(C)(C)NC(=O)COC(=O)c1cc(Br)ccc1Cl	4	x	2%	-3
CN(C)CCCNC(=S)NCc1ccc(Cl)cc1	65	x	-4%	-12
CCOC(=O)c1ncc2[nH]c3cccc(OC(C)C)c3c2c1C	x	47%[activator][0.0915 µM]	-2%[0.00818 µM]	x
CCCCOc1ccc(Br)cc1CSC(=N)N	1	x	-5%	x
Cc1ccc(C(=O)N/N=C\c2ccc[nH]2)cc1[N+](=O)[O-]	29	-13%	-3%	8
Cc1cc(Oc2ccc(C#N)cc2)nc(N2CCOCC2)n1	-5	4%	-7%	7

Next entries follow:
mol	PNC assembly inh	ALOX15B inhib	ALOX12 inhib	IMPase cell inh
Cc1ccc(NCc2nnc(SCc3ccc(C#N)cc3)n2Cc2ccco2)c(C)c1	2	0%	-21%	8
CNC(=O)c1sc2nc(-c3ccc(OC)cc3)cn2c1C	45	3%	3%	2
Cc1cc(C)nc(N(C#N)Cc2ccccc2)n1	-17	-4%	6%	-1
COc1ccc(Oc2ncc3nc(C)c(=O)n(Cc4cccs4)c3n2)cc1	x	-4%	-4%	x
CSCCC(NC(=O)c1occc1C)C(=O)O (stereo not drawn)	28	5%[2.29 µM]	6%	-2
CC(=O)c1sc(NC(=O)C2(F)C(F)(F)C(F)(F)C(F)(F)C(F)(F)C2(F)F)nc1C	38	-4%	-11%	9
COCCNC(=O)C(c1ccc(C)o1)N(C(=O)c1snc(C(N)=O)c1N)c1ccc(C)cc1 (stereo not drawn)	6	1%	-3%	0
Cc1ccc2[nH]c(=O)c3cc(C(=O)N4CCN(C(=O)c5ccco5)CC4)sc3c2c1	30	-8%	0%	-12
c1ccc(CNc2nc(N3CCOCC3)nc(N3CCOCC3)n2)cc1	8	x	0%	u
Cc1cc(NS(=O)(=O)c2ccc(Nc3nc(-c4sc(NC(=O)c5ccccc5)nc4C)cs3)cc2)no1	12	-11%	-1%	-3
CCCC1C(c2ccco2)NC(c2ccco2)CC1(C)O (stereo not drawn)	1	-10%	-6%	7
CSC1=NCCN1C(=O)c1ccc2c(c1)OCO2	-16	6%	-11%	1
Cc1onc(-c2ccccc2Cl)c1C(=O)Nc1nc2ccc(S(C)(=O)=O)cc2s1	u	x	-3%	x
CCCCC(CC)COC1(c2ccccc2)OC(=O)c2ccccc21 (stereo not drawn)	6	6%	2%	6
CC(C)OC(=O)Cn1nnc2c(cnn2-c2ccccc2)c1=O	-100*	x	-2%	12

Filtered by structure, the compounds so far with a tert-butyl group (2)
mol	PNC assembly inh	ALOX15B inhib	ALOX12 inhib	IMPase cell inh
Cc1ccccc1CCN(C(=O)Cn1nnc2ccccc21)C(C(=O)NC(C)(C)C)c1ccsc1 (stereo not drawn)	u	3%	1%	-14
CC(C)(C)NC(=O)COC(=O)c1cc(Br)ccc1Cl	4	x	2%	-3

Carrying on:
mol	PNC assembly inh	ALOX15B inhib	ALOX12 inhib	IMPase cell inh
CCC(SC1=NCCS1)C(=O)Nc1nnc(-c2ccccc2OC)s1 (stereo not drawn)	-24	-3%	-7%	9
CCOC(=O)c1c(N2CCCCC2)c2ccccc2[nH]c1=O	u	-1%	0%	-7
CCN(CC)c1ccc(C=Nc2cc(C)ccc2C)c(O)c1	8	x	-5%	x
CCOc1cccc(=O)c2c(C)n(Cc3ccco3)c(C)c12	-100*	-20%	-25%	6
C#CCSc1nnc(-c2sc(-c3ccccc3)nc2C)n1C	5	-1%	-9%	2
S=c1nc2ccccc2c2nc(-c3ccccc3)[nH]n12	-2	-27%	u	4
C=C(C)C1CC=C(C)/C(=N/NC(=S)Nc2ccccc2)C1 (stereo not drawn)	37	x	-8%	x
O=C(O)C1Cc2[nH]cnc2C(c2ccccc2O)N1 (stereo not drawn)	90	x	-4%	x
O=C(c1ccc2ccccc2n1)N1CCN(c2ccccc2)CC1	42	-18%	-1%	-3
C=CCOc1ccc(/C=N/n2cncn2)cc1OC	5	5%	-1%	-9
